MITF primary: human MITF inhibition, primary screen. AlphaScreen MITF homodimerization, bead proximity signal. actives 0.91% (n = 650,000). inhibition, % at 2.6 µM. AID 1259374; in the data active = inhibition above about 50%;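 note: 0% = vehicle wells with protein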
Target sequence (O75030 whole entry, looked up): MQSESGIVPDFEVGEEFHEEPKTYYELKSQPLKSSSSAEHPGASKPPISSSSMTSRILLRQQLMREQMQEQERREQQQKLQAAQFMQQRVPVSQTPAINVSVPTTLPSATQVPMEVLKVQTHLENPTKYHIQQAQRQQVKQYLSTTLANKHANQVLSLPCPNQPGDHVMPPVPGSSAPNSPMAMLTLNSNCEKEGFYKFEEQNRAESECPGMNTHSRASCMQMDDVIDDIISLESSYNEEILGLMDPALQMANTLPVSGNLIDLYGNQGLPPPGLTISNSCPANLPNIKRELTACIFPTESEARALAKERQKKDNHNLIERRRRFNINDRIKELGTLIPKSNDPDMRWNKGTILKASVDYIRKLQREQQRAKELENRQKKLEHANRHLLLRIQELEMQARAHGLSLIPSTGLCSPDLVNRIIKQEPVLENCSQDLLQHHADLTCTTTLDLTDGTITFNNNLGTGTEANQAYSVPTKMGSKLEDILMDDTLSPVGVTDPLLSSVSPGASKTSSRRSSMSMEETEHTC
FBW7 act: human FBW7 E3 ligase activation, primary screen | Q969H0 | AlphaScreen FBW7–phospho-cyclin E peptide binding, activator screen | normalized activity (activation), % at 26.1 µM | actives 0.13% (n = 650,000) | AID 1259310; in the data active = normalized activity above about 1.9%;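 note: purified mutant Fbw7 with reduced substrate affinity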
GPR151 ag: human GPR151 activation. actives 1% (n = 650,000). PathHunter beta-arrestin GPR151 cells, luminescence. activation, % at 11.2 µM; in the data active = activation above about 4.9%;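 note: 0% = median of compound wells and 100% = cells with positive control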
Target sequence (Q8TDV0 whole entry, looked up): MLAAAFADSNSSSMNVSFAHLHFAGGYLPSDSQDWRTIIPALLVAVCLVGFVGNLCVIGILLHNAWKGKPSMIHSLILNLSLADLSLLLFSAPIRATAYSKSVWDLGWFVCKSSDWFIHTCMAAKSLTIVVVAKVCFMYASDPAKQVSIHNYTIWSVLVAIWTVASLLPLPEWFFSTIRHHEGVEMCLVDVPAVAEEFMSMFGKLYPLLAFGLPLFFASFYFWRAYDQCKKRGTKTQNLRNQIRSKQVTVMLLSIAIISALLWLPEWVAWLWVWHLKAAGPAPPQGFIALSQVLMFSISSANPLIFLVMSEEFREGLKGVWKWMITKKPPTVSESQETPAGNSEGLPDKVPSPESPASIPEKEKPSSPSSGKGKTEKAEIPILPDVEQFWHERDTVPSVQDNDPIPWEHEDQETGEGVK
TEAD-YAP inh: TEAD-YAP interaction inhibition. HEK-TIYL cells, TEAD-Gal4/YAP UAS-luciferase luminescence. actives 1.4% (n = 640,000). inhibition, % at 9.12 µM; in the data active = inhibition above about 32%;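 note: 0% = median of test compound wells and 100% = reference inhibitor wells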
* marks the source's active call; other numbers are inactive results.

| mol | MITF primary | TEAD-YAP inh | GPR151 ag | FBW7 act |
| --- | --- | --- | --- | --- |
| COc1ccc(C2C(C#N)=C(N)OC3=C2C(=O)CC(c2ccccc2)C3)c(OC)c1 (centres undefined) | -4.4 | -9.9 | -0.1 | -0.2 |
| Cc1ccc(NS(=O)(=O)c2cccs2)cc1 | 5.7 | -0.9 | 1.4 | 0.2 |
| C[C@@H](O)[C@@H]1NC(=O)[C@@H]2C[C@H](NCc3cccc(F)c3)CN2C1=O | 5.2 | 5.0 | -0.5 | 0.0 |
| CCOC(=O)C1=C(c2ccccc2)N(C)C(=O)NC1c1cc([N+](=O)[O-])ccc1O (centres undefined) | 3.3 | 0.7 | 2.2 | -0.1 |
| O=C(Nc1ccccc1C(F)(F)F)C1c2ccccc2Oc2ccccc21 | 5.9 | 7.3 | 0.3 | 0.1 |
| c1cncc(OC2CCN(Cc3ccc4c(c3)CN(Cc3ccn[nH]3)CCO4)CC2)c1 | -12.7 | 5.0 | 0.5 | 0.1 |
| CCN1/C(=C/c2cccc[n+]2C)Sc2ccc(C)cc21 | 4.1 | 51.9* | 1.1 | -0.8 |
| CN(c1ccccc1Cl)S(=O)(=O)c1ccc(Cl)c(C(=O)O)c1 | -26.5 | -2.8 | -0.5 | 0.2 |
| CCc1cc(C(=O)NCC2CC(Cc3ccc(F)cc3)=NO2)no1 (centres undefined) | -14.2 | -5.4 | 0.8 | 0.1 |
| O=C(NCCCN1CCCC1=O)C1CCN(c2ccc(Nc3ccc4ncccc4c3)nn2)CC1 | 7.5 | -4.1 | -1.1 | -0.1 |
| CC(C(=O)O)N1C(=O)CSC1=S (centres undefined) | -4.2 | 2.4 | -1.0 | -0.2 |
| O=C(Nc1cccc(N2CCC(NCCc3cn4ccsc4n3)CC2)c1)c1cccnc1 | -0.8 | 5.5 | -1.2 | -0.1 |
| COc1ccc(C2C(C(=O)N3CCC(C(N)=O)CC3)c3ccccc3C(=O)N2c2ccc(OC)cc2)cc1 (centres undefined) | -5.2 | 1.1 | 0.0 | 0.1 |
| Cc1cc(C2C(C#N)=C(N)N(c3cccnc3)C3=C2C(=O)CCC3)c(C)s1 (centres undefined) | -9.6 | 0.2 | 1.7 | -0.1 |
| O=C(Nc1ccc(N2CCC(NCCOc3cccnc3)CC2)cc1)c1cnccn1 | -16.2 | -27.6 | -0.4 | -0.3 |
| OCC#Cc1ncc(C(F)(F)F)cc1Cl | 1.3 | 9.0 | 0.8 | -0.1 |
| Cc1cc(-c2ccncc2)cc(C)c1NC(=O)C1COc2ccccc2O1 (centres undefined) | 26.5 | -8.9 | -0.4 | 0.4 |
| CCC(=O)NCCSc1c[nH]c2ccccc12 | -4.4 | -23.5 | 0.8 | -0.2 |
| CCOCCCNC(=O)CCCc1nnc2n3nc(C)nc3c3ccccc3n12 | -8.9 | -0.1 | -0.4 | 0.3 |
| O=C(Cc1ccc(F)cc1)OCc1cc(-c2cc3ccccc3o2)on1 | 2.0 | -17.9 | 0.6 | 0.0 |
| Cn1c(=O)c(=O)n(C)c2cc(S(=O)(=O)Nc3ccc(Cl)cc3)ccc21 | 10.5 | -22.0 | 0.5 | -0.4 |
| O=C(O)c1cc2cnccc2nc1C(F)(F)F | 4.8 | 4.9 | 0.5 | 0.0 |
| Cc1cc(C)c2c(=O)n(C(=O)c3ccc(Cl)cc3)sc2n1 | 9.0 | 7.8 | 0.6 | -0.1 |
| COc1ccc(OCCNC(=O)c2ccc(-c3ccccc3C)nc2N(C)C(C)=O)cc1 | 0.5 | 0.5 | 0.9 | -0.1 |
| O=C1c2cc([N+](=O)[O-])cc3cc([N+](=O)[O-])cc(c23)C(=O)N1c1ccccn1 | 9.2 | 8.0 | -0.7 | -0.9 |
| COc1ccc(CCNC(=O)COc2ccc(C)cc2)cc1OC | 2.3 | 4.1 | 0.4 | -0.1 |
| CN1Cc2cccc(C(=O)N3C[C@H](C(=O)O)[C@@H](c4ccc(F)cc4)C3)c2C1=O | 9.8 | -0.3 | 0.3 | 0.2 |
| COc1ccc(/C=C2\N=C(c3ccccc3OC)OC2=O)cc1 | -0.3 | -6.3 | 2.2 | 0.1 |
| CC(C)C(NC(=O)OCc1ccccc1)C(=O)NCC(=O)OC(C)(C)C (centres undefined) | 15.0 | -8.6 | -1.9 | 0.2 |
| CC(CCc1ccco1)NC(=O)c1cc2ccccc2oc1=O (centres undefined) | -0.7 | -39.1 | 1.3 | 0.1 |
| Cc1ccc(NS(=O)(=O)c2cc3[nH]c(=O)c(=O)[nH]c3cc2C)cc1 | 4.7 | 4.8 | 0.9 | 0.1 |
| Cc1c(/C=C(\C#N)c2ccccn2)cc(C#N)n1C | -9.7 | 1.9 | 0.9 | -0.2 |
| CCOc1ccc(NC(=O)c2ccc(F)c(S(=O)(=O)N3CCCc4ccccc43)c2)cc1 | 14.9 | 43.1* | 0.0 | 0.7 |
| Cc1cccc(-c2cc(C(=O)Nc3cccc4ccccc34)c3ccccc3n2)c1 | 10.6 | 8.3 | -0.9 | 0.2 |
| O=C(Nc1cccc(I)c1)c1cc2ccccc2oc1=O | 4.3 | -22.4 | 0.8 | 0.2 |
| CCCCC1CN(CCC(=O)NCc2ncccc2C)Cc2ccccc2O1 (centres undefined) | 9.6 | 7.0 | -0.3 | 0.5 |
| O=C(Nn1c(-c2ccccc2F)nc2ccccc2c1=O)c1cc(Br)ccc1Cl | 21.2 | -5.4 | 0.7 | 1.0 |
| CC(C)(C)NC(=O)C1CCN(S(=O)(=O)c2ccc(F)cc2)CC1 | 2.4 | -2.6 | -0.3 | 0.1 |
| FC(F)(F)c1ccc(Nc2nc(-c3ccccn3)cs2)cc1 | -0.6 | -45.3 | -0.6 | -0.1 |
| CCOc1ccccc1Nc1ccc(C(=O)O)cc1[N+](=O)[O-] | -7.3 | -5.7 | -0.7 | -0.1 |
| O=C(c1ccccc1F)N1CCN(c2nc3ccccc3s2)CC1 | 8.6 | -4.5 | 1.6 | 0.0 |
| Cc1cc(C(=O)N2CCC(C(=O)N(C)C(c3ccccc3)c3ncccc3C)CC2)no1 (centres undefined) | -7.6 | -5.5 | 1.2 | -0.5 |
| Cn1c(N)c(C(=O)CN2c3cccc4cccc(c34)S2(=O)=O)c(=O)n(C)c1=O | 13.6 | 6.9 | -0.3 | 0.4 |
| CC(C)[C@@H](O)C(=O)N1CCC(C(=O)Nc2ccc3[nH]ncc3c2)C1 (some centres undefined) | 22.8 | -2.6 | -0.6 | 0.1 |
| CCN(CC)C(=O)Cn1ncc2c(=O)oc3ccc(C)cc3c21 | 16.9 | 3.9 | 0.1 | 0.0 |
| CCOc1ccccc1Nc1nc(C)nc2sc3c(c12)CCCC3 | 5.9 | -2.5 | -0.9 | 0.3 |
| O=C(Nc1cccc2ccccc12)C1CCCN1/C=C/C(=O)C(F)(F)F (centres undefined) | -7.3 | -8.3 | -0.2 | -0.1 |
| O=c1[nH]c2ccsc2c(=O)n1-c1cccc(C(F)(F)F)c1 | -2.2 | -1.8 | -0.7 | 0.2 |
| NS(=O)(=O)c1cccc(NC(=O)Cn2nnc(-c3ccccc3Cl)n2)c1 | 9.2 | -5.2 | 2.5 | 0.3 |
| CCOC(=O)c1cc2c(n(-c3ccc(Cl)cc3)c1=O)CC(C)(C)CC2=O | -1.2 | 18.5 | 3.2 | 0.0 |

Among those listed so far, 2 have a tert-butyl group.
| mol | MITF primary | TEAD-YAP inh | GPR151 ag | FBW7 act |
| --- | --- | --- | --- | --- |
| CC(C)C(NC(=O)OCc1ccccc1)C(=O)NCC(=O)OC(C)(C)C (centres undefined) | 15.0 | -8.6 | -1.9 | 0.2 |
| CC(C)(C)NC(=O)C1CCN(S(=O)(=O)c2ccc(F)cc2)CC1 | 2.4 | -2.6 | -0.3 | 0.1 |

Remaining list, next part
| mol | MITF primary | TEAD-YAP inh | GPR151 ag | FBW7 act |
| --- | --- | --- | --- | --- |
| Cc1cccc(Nc2cc(C)nc3nncn23)c1 | -9.0 | -5.8 | 1.5 | 0.0 |
| COc1ccc(O)c(/C=N/c2nc3ccccc3[nH]2)c1 | 5.6 | -8.2 | 0.0 | 0.0 |
| O=C(NCc1ccc2c(c1)OCO2)C1CCCN1S(=O)(=O)c1cccc2nsnc12 (centres undefined) | 9.6 | -6.4 | -0.5 | 0.0 |
| N#Cc1ccc(N=c2oc3ccc(Cl)cc3cc2C(N)=O)cc1 | 18.8 | 4.9 | -0.7 | 0.2 |
| Cc1[nH]c(=S)[nH]c(=O)c1Oc1ccc(=O)[nH]n1 | 2.9 | 7.1 | 4.5 | -0.1 |
| CN(C)S(=O)(=O)c1ccc(NC(=S)NC(=O)c2cccc([N+](=O)[O-])c2)cc1 | 18.6 | 8.5 | -0.6 | 0.5 |
| CN(Cc1ccsc1)C1CCN(c2ccc(CC(=O)N3CCC(O)CC3)cc2)CC1 | 0.0 | 3.4 | 0.3 | 0.0 |
| O=C(CCc1c[nH]c2ccccc12)Nn1c(SCC(=O)c2ccc(Cl)cc2)nc2ccccc2c1=O | 12.8 | -7.6 | -1.5 | 0.0 |
| O=C(COC(=O)CCC(=O)c1ccc(F)cc1)NC1CC1 | -6.1 | 10.0 | 4.4 | -0.2 |
| CCOC(=O)C1CCN(CCC(=O)Nc2ccc(F)c(F)c2)CC1 | 23.5 | -8.4 | -0.6 | 1.2 |
| CCN(CCN(C)C)Cc1c(F)cccc1F | 10.6 | 3.8 | 4.6 | 0.5 |
| COc1ccc(-n2nc3c(c2NC(=O)C2CC2)CS(=O)(=O)C3)cc1 | -8.1 | -2.0 | 0.6 | -0.2 |
| CC1Sc2cc(S(=O)(=O)CCC(=O)NC3CCCCCCC3)ccc2NC1=O (centres undefined) | 8.8 | 9.4 | -0.6 | 0.0 |
| CCOC(=O)c1c(NC(=O)C(C)Sc2nnc(CNC(=O)c3ccc(C)c([N+](=O)[O-])c3)n2C)sc2c1CCCC2 (centres undefined) | 12.3 | -4.3 | -0.2 | 0.2 |
| CCOc1cccc(/C=N/NC(=O)CNC(=O)c2ccccc2Br)c1O | 10.7 | 11.0 | -0.5 | -0.5 |
| Cc1ccc(S(=O)(=O)NC23CC4CC(C2)CC(C(=O)O)(C4)C3)cc1 | 6.7 | 6.7 | -1.3 | 0.3 |
| COc1ccc(CC2(CCC(=O)NC3CCC(O)CC3)CCC(=O)N2)c2ccccc12 (centres undefined) | -14.0 | -1.3 | 0.0 | -0.1 |
| COc1ccc(CCNc2nc(Cl)nc3c2ncn3C2CCCCC2)cc1 | 23.7 | -15.5 | 0.2 | 0.2 |
| COc1c(S(=O)(=O)n2ccc(C)n2)ccc(Cl)c1Cl | -14.7 | 7.3 | 1.2 | 0.1 |
| O=C(O)C1CCN(C2CC(=O)N(c3ccc(I)cc3)C2=O)CC1 (centres undefined) | 2.8 | -4.2 | -0.4 | -0.1 |
| c1ccc(OCCn2c(C3CCCO3)nc3ccccc32)cc1 (centres undefined) | 8.7 | 8.2 | 0.1 | -0.2 |
| Cc1ccsc1C(=O)NCC1CCC2(CCN(C(=O)c3ccncc3)CC2)O1 (centres undefined) | 10.5 | 3.1 | 0.5 | 0.1 |
| Cc1ccccc1N1C(=O)c2cccc3c([N+](=O)[O-])ccc(c23)C1=O | -1.8 | -6.4 | -0.6 | -0.2 |
| COC[C@H]1CCCN1C(=O)c1c(C)nc2scc(C)n12 | 6.5 | -3.1 | 1.8 | -0.5 |
| O=C(CSCc1ccc(Cl)cc1)NCC1CCCO1 (centres undefined) | -5.5 | -1.6 | 1.2 | -0.2 |
| COc1ccc(NC(=O)CSc2ccc3nnc(-c4ccccc4)n3n2)cc1 | 1.9 | -3.3 | 3.9 | -0.2 |
| Cc1c(C(=O)Nc2ccc(Cl)c(Cl)c2)cccc1[N+](=O)[O-] | 8.1 | -23.4 | 0.5 | 0.0 |
| O=C(CNCC1CCCCC1)Nc1cccc(F)c1 | 25.6 | -17.4 | 0.5 | -0.1 |
| CCN(CC(O)c1cccc(O)c1)C(=S)Nc1cccnc1 (centres undefined) | 5.5 | 0.1 | 0.6 | 0.3 |
| COc1cccc2sc(=NC(=O)c3cccc(Oc4ccccc4)c3)n(C)c12 | 1.7 | 3.3 | 2.8 | 0.2 |
| COc1ccc(-n2cc(-c3ccccc3)nc2SCC(=O)Nc2ccc(Cl)cc2)cc1 | -16.4 | -1.0 | 2.1 | -0.1 |
| O=C(CNCc1ccc(Cl)cc1)Nc1cccc(Cl)c1Cl | -10.4 | 1.3 | 2.0 | -0.1 |
| CC(=O)OCCCNC(=O)/C(=C\c1ccccc1)NC(=O)c1ccc(Br)cc1 | 2.6 | 6.1 | 1.0 | -0.1 |
| O=C(Nc1c(C(=O)N2CCN(Cc3ccccc3)CC2)cnn1-c1ccccc1)c1cccc(F)c1 | -5.5 | -5.0 | -0.8 | -0.2 |
| N#Cc1ccc(Oc2cccc(-c3cnc4ccccc4n3)c2)c([N+](=O)[O-])c1 | 4.5 | 4.4 | -0.8 | -0.2 |
| CCn1nc(-c2cccc(Cl)c2)nc2c(=O)n(C)c(=O)nc1-2 | -11.5 | -52.4 | -8.6 | -0.2 |
| CC(C)n1cnc2c(NCc3cccnc3)nc(-c3ccc(C(=O)NC4CC4)cc3)nc21 | 16.4 | -10.5 | -0.7 | 0.2 |
| COC(=O)c1ccccc1NC(=O)Cn1c(CCC(=O)O)ccc1-c1cccs1 | -9.1 | -15.6 | 0.9 | 0.1 |
| COc1ccc(Nc2cc(C)c3cc(N)ccc3n2)cc1 | 7.7 | 0.0 | -1.8 | 0.0 |
| COCCn1nnnc1C(c1ccccc1F)N1CCN(c2ccccc2OC)CC1 (centres undefined) | 43.4 | 6.5 | -1.5 | 0.7 |
| CCCCC(CC)CNC(=O)C(=O)Nc1ccc(C)cc1 (centres undefined) | 2.0 | -6.8 | 1.0 | 0.0 |
